FEN1 inh: inhibitors of human flap endonuclease 1. Recombinant FEN1 flap cleavage, fluorescence, 15 min. Potency, µM (doses to about 114 µM), for the others: at the highest dose activity change, negative = inhibition, hits mostly inhibitors. 390,000 tested, 0.35% active; note: nearly all actives have a fitted effect of over 65% in size
Target sequence (P39748 whole entry, looked up): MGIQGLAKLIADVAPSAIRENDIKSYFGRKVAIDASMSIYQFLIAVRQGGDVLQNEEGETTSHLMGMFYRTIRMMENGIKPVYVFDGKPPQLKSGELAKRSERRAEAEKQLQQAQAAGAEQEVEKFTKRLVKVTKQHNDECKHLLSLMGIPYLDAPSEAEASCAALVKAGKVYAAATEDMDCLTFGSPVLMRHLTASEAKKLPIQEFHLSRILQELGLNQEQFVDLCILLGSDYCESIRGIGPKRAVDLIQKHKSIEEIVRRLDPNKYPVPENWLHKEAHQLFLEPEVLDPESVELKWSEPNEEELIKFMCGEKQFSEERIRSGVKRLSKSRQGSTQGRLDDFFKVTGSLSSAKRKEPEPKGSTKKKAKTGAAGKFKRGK
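FEN1 at 10 nM, compound pretreatment for 15 min (room temperature), 50 nM final substrate to initiate; endpoint reads at 0 and 15 min; DMSO-only plates used as vehicle background.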
N370S GC: N370S glucocerebrosidase modulation, Gaucher chaperone candidate; P04062; AID 2101; Potency, µM (top dose mostly 59.4 µM), inactives show top-dose activity change, negative = inhibition, actives largely listed as inhibitors; N370S GC spleen homogenate, 4MU-glucoside fluorescence; 330,000 tested, 0.092% active;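 note: 0% = full enzyme activity and -100% = no enzyme basal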
GCN5L2 inh: GCN5L2 (KAT2A) acetyltransferase inhibition; Q92830; GCN5L2 HAT assay, ThioGlo1 CoA-SH fluorescence; Potency, µM (highest dose often 58.9 µM), for inactives: at the highest dose activity change, negative = inhibition, actives largely listed as inhibitors; 390,000 tested, 0.21% active; AID 504327
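Preincubate 20nM GCN5L2 with compound 15 min, RT → add 50uM ThioGlo1 + 75uM H3(1-25) + 70uM acetyl-CoA → read fluorescence 0 and 20 min. Primary qHTS; fluorescent artifacts likely.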
Active calls of the source: *; ? = inconclusive; · = not tested or not shown. Calls come from the whole dose curve; as a rule, active = well fitted curve in the direction sought with a large enough effect; inconclusive = small, poorly fitted or top-dose-only effect, or another doubt; inactive = no such curve, though single readings can be large; an effect the other way counts as inactive or inconclusive. Unless noted, % is set by controls: 0 for no effect and ±100 for the full control effect; potency is the fitted concentration of half-maximal effect. Not all compounds are listed. The share of hits here may be higher or lower than overall.

1) O=C(Nc1ccc2c(c1)N(C1CCCC1)C(=O)c1ccccc1S2)c1ccc(F)cc1
2) CCn1cc(C(=O)NCCc2ccc(OC)c(OC)c2)c(=O)c2cc(S(=O)(=O)N(C)C3CCCCC3)ccc21
3) C=CCc1c(C)nc2ccc(C(=O)OCC)cc2c1Cl
4) CCOC(=O)C1CCCN(C(=O)Cn2ncc3c(C)n(Cc4ccccc4Cl)c(C)c3c2=O)C1 (stereo not given)
5) CCCN(CC1CC1)C(=O)COC(=O)c1ccc(CNS(=O)(=O)c2ccc(F)c(Cl)c2)cc1
6) CCC1(C)Cc2nc3[nH]c(=S)n(-c4ccccc4)c(=O)c3cc2CO1 (stereo not given)
7) CCOc1ccc(NC(=O)C2CCN(S(=O)(=O)c3cc(-c4noc(C)n4)ccc3C)CC2)cc1
8) COc1ccccc1NCc1nnc(-c2ccccc2)o1
9) COC(=O)c1cc(Sc2cccc(Cl)c2Cl)ccn1
10) O=c1n(Cc2ccc(F)cc2Cl)c2ccccc2c2nc(-c3ccccc3)nn12

compound no.,1,2,3,4,5,6,7,8,9,10
FEN1 inh,-14.0%,-16.6%,8.0%,3.8%,-4.3%,-6.7%,3.9%,0.2%,12.2%,-5.2%
N370S GC,·,·,2.9%,·,0.9%,-16.9%,·,-8.5%,-1.2%,·
GCN5L2 inh,-14.6%,-8.0%,1.4%,-10.1%,-5.3%,-7.1%,-6.7%,-3.0%,-12.3%,1.1%

11) CCc1ccc(C(=O)COC(=O)C(Cc2c[nH]c3ccccc23)NC(=O)c2ccc(Br)cc2)cc1 (stereo not given)
12) Cc1sc2nc3ccc(NCc4ccco4)nn3c(=O)c2c1C
13) CC(=O)c1cccc(N(C(=O)c2ccco2)C(C(=O)NC2CCCC2)c2ccncc2)c1 (stereo not given)
14) C/C(=N\NC(=O)c1cc(-c2ccc(C)s2)nc2ccccc12)c1cccnc1
15) Cc1cc(C)c2c(n1)nn1c(C)c(CCC(=O)Nc3ccc(C)c(Cl)c3)c(C)nc21
16) CN(Cc1ccco1)c1ncnc2ccc(-c3cccc(NS(C)(=O)=O)c3)cc12
17) Cc1nn(C2CCS(=O)(=O)C2)c(Cl)c1/C=C/C(=O)OCC(N)=O (stereo not given)
18) COc1cc([N+](=O)[O-])ccc1NC(=O)CN1CCCC1
19) COc1ccc(C(=O)CCC(=O)Nc2cccnc2)cc1OC
20) CS(=O)(=O)N1c2cccc3cccc(c23)S1(=O)=O

compound no.,11,12,13,14,15,16,17,18,19,20
FEN1 inh,6.2%,-2.2%,-4.8%,-10.7%,11.4%,·,-3.1%,-1.3%,-8.0%,-2.6%
N370S GC,·,4.3%,3.2%,?,·,-9.9%,1.8%,-10.7%,-17.2%,0.5%
GCN5L2 inh,0.8%,?,-11.7%,?,-1.1%,-11.9%,-1.4%,-7.2%,-4.8%,-4.3%

Complete entries from above. Values in the order: FEN1 inh, N370S GC, GCN5L2 inh
Record of `C/C(=N\NC(=O)c1cc(-c2ccc(C)s2)nc2ccccc12)c1cccnc1` = -10.7%, ?, ?
Record of `CC(=O)c1cccc(N(C(=O)c2ccco2)C(C(=O)NC2CCCC2)c2ccncc2)c1` (stereo not given) = -4.8%, 3.2%, -11.7%
Record of `Cc1sc2nc3ccc(NCc4ccco4)nn3c(=O)c2c1C` = -2.2%, 4.3%, ?
Record of `Cc1cc(C)c2c(n1)nn1c(C)c(CCC(=O)Nc3ccc(C)c(Cl)c3)c(C)nc21` = 11.4%, ·, -1.1%

Next part:
21) CCc1ccc(OCC(=O)NCc2nc(-c3cccc(C)c3)no2)c(Br)c1
22) CCOC(=O)CN(C(=O)CSc1nnc(-c2ccncc2)n1CCCN(C)C)c1ccccc1
23) O=C(CN1C(=O)NC(Cc2c[nH]c3ccccc23)C1=O)Nc1ccc(F)cc1F (stereo not given)
24) O=C(COC(=O)c1ccc2ccccc2c1O)Nc1ccccc1
25) CCOc1ccc(NC(=O)c2ccc3nccnc3c2)cc1
26) CS(=O)(=O)C1=C(O)C(=O)N(c2ccccc2)C1c1ccccc1 (stereo not given)
27) CC(=O)NC(C)c1nc2ccccc2n1C(C)C (stereo not given)
28) O=C(NCc1cccnc1)c1ccccc1NS(=O)(=O)c1ccccc1
29) CCOC(=O)C1=C(O)c2ccccc2C(=O)/C1=C\c1ccc(CC)cc1
30) CC(Sc1nnc(C2CC2)n1C1CC1)C(=O)c1ccc(F)cc1 (stereo not given)

compound no.,21,22,23,24,25,26,27,28,29,30
FEN1 inh,-1.6%,-5.7%,0.2%,1.0%,1.8%,13.5%,5.1%,-7.7%,?,-0.7%
N370S GC,·,4.0%,·,10.6%,4.6%,-15.0%,-9.0%,-13.0%,-0.6%,·
GCN5L2 inh,-17.5%,-3.3%,-2.2%,-2.3%,-8.0%,-3.2%,0.5%,-2.4%,-14.7%,-8.1%

Filtered by structure, the entries above containing a furan ring, fused or not
12) Cc1sc2nc3ccc(NCc4ccco4)nn3c(=O)c2c1C
13) CC(=O)c1cccc(N(C(=O)c2ccco2)C(C(=O)NC2CCCC2)c2ccncc2)c1 (stereo not given)
16) CN(Cc1ccco1)c1ncnc2ccc(-c3cccc(NS(C)(=O)=O)c3)cc12

compound no.,12,13,16
FEN1 inh,-2.2%,-4.8%,·
N370S GC,4.3%,3.2%,-9.9%
GCN5L2 inh,?,-11.7%,-11.9%

Next part:
31) O=C(NN=C1CCCC1)c1ccc(Cl)cc1
32) CN(C)S(=O)(=O)c1cccc(NC(=S)Nc2cccc3cnccc23)c1
33) Cc1ccccc1N1C(=O)C(Cc2ccc(F)cc2)S/C1=C(\C#N)C(N)=O (stereo not given)
34) CCCC(=O)OC1CCS(=O)(=O)c2sccc21 (stereo not given)
35) COC(=O)C1C(c2ccc(OC)cc2)Nc2nnc(C(F)(F)F)n2C1(C)O (stereo not given)
36) COC(=O)C1=C(C)N(c2ccc(F)cc2)/C(=C/c2ccc(O)cc2)C1=O
37) COc1ccccc1NC(=O)CSc1nc(-c2ccccc2F)nc2cc(=O)[nH]n12
38) COc1ccc2cc(S(=O)(=O)Nc3ccccn3)ccc2c1
39) CCC(=O)Nc1ccc(C(=O)CSc2nnc(-c3ccc(NS(=O)(=O)CC)cc3)o2)cc1OC
40) Cc1ccc(CN2CCc3c(OCc4ccc(F)cc4)cccc3C2=O)cc1

compound no.,31,32,33,34,35,36,37,38,39,40
FEN1 inh,-2.7%,?,-8.6%,4.7%,0.2%,6.3%,2.0%,8.0%,-2.8%,-7.6%
N370S GC,-7.6%,-10.3%,-0.5%,0.9%,-4.0%,-9.6%,·,-0.1%,2.8%,-1.5%
GCN5L2 inh,?,-8.3%,?,-9.1%,-16.9%,-7.9%,-6.8%,-6.8%,-0.5%,-10.5%

41) COc1ccc(OC)c(/C=C/c2nc3ccccc3[nH]c2=O)c1
42) Cc1cc(NC(=O)C2CC=CCC2C(=O)O)ccc1NC(=O)c1ccccc1 (stereo not given)
43) CC(=O)c1c(C)oc2c1C(=O)c1ccccc1C2=O
44) O=C(CCc1nc(-c2ccccc2F)no1)Nc1cccc(C(F)(F)F)c1
45) Cc1cccc(CN2CCC(CNc3ncnc4onc(-c5ccc(Cl)cc5)c34)CC2)c1
46) COc1ccc(OC)c2[nH]c(=O)c(CCNC(=S)NC(C)(C)C)cc12
47) COC(=O)c1ccccc1NC(NC(=O)c1ccco1)C(=O)c1ccc(C)cc1 (stereo not given)
48) Cc1cc(C(=O)N2CCc3ccccc3C2)no1
49) Cc1ccc(Cl)c(NC(=O)COC(=O)c2cc[n+]([O-])cc2)c1Cl
50) CCn1c(CCNC(=O)c2ccc(Cl)cc2)nnc1SCC(=O)NC1CCCC1

compound no.,41,42,43,44,45,46,47,48,49,50
FEN1 inh,-4.5%,1.1%,1.7%,-3.8%,?,-3.5%,-3.6%,-10.6%,2.1%,-5.3%
N370S GC,2.7%,-3.4%,0.3%,·,·,8.0%,-8.5%,-0.4%,·,8.4%
GCN5L2 inh,-5.1%,-29.2%,-0.4%,-15.6%,-3.7%,-6.3%,3.5%,-1.6%,-5.4%,-0.4%

51) CCC(=O)c1ccc(OCC(O)Cn2cnc3ccccc32)cc1 (stereo not given)
52) Cc1c(Cl)cccc1NC(=O)CNC(=O)c1cn(-c2ccccc2)nc1-c1cccnc1
53) COc1ccc(Cl)cc1C(=O)NNC(=O)CSc1nnnn1C
54) O=C(COc1ccc(Cl)cc1)N(Cc1ccc(F)cc1)C1CCS(=O)(=O)C1 (stereo not given)
55) Cc1ccc(S(=O)(=O)N/N=C\c2ccc(Cl)c([N+](=O)[O-])c2)cc1
56) Cc1c(NS(=O)(=O)c2ccc(S(=O)(=O)c3ccccc3)s2)c(=O)n(-c2ccccc2)n1C
57) COc1ccc(NC2CCCN(C(=O)CCC(=O)c3ccc(F)cc3)C2)cc1 (stereo not given)
58) N#Cc1ccc(NC(=O)COC(=O)CCc2ccc(S(=O)(=O)N3CCCCC3)cc2)cc1
59) CCOc1cc(/C=N/NC(N)=O)ccc1OC(=O)c1ccc(C)cc1
60) CCOC(=O)c1[nH]c(=O)[nH]c1CSc1nc(C)cc(C)n1

compound no.,51,52,53,54,55,56,57,58,59,60
FEN1 inh,-7.0%,-6.4%,6.5%,-18.8%,-9.2%,1.9%,-0.6%,0.9%,·,-0.9%
N370S GC,-0.8%,·,2.2%,-2.9%,3.2%,-23.8%,-11.9%,1.4%,-2.8%,1.0%
GCN5L2 inh,-4.3%,-2.3%,-2.0%,-5.9%,2.2%,-5.4%,-4.0%,-4.8%,2.2%,0.0%

61) CCc1ccccc1N(C)S(=O)(=O)c1ccc2[nH]cc(C(=O)NCCOC)c(=O)c2c1
62) O=c1oc2ccccc2c(Nc2ccc(O)cc2)c1[N+](=O)[O-]
63) Oc1ccc(O)c(Cc2nc3ccccc3[nH]2)c1
64) CC(C)(C)n1nnnc1CN1C2CCC1CC(NC(=O)Nc1ccccc1)C2 (stereo not given)
65) C#CCOCCOCCOCCNc1nc(N2CCN(C(=O)CCCCCCCCCCNC(=O)Cn3cc(CCCCCN)nn3)CC2)nc(N2CCN(C(=O)CCCCCCCCCCNC(=O)[C@@H](CCSC)n3cc(CCO)nn3)CC2)n1
66) O=C(O)c1cc(-c2ccccc2)n(-c2ccccc2C(=O)O)n1
67) CCOC(=O)c1cc(OC(=O)c2cc(OC)c(OC)c(OC)c2)n(-c2ccccc2)n1
68) O=C(CN1CCN(c2ccccc2F)CC1)NC(=O)NC1CCCCC1
69) Cc1ccc(-c2csc(NC(=O)C[n+]3cc(-c4ccc(C)cc4)n4c3CCC4)n2)cc1
70) OC(COc1ccc(Br)cc1)CN1CCC(Cc2ccccc2)CC1 (stereo not given)

compound no.,61,62,63,64,65,66,67,68,69,70
FEN1 inh,0.3%,3.3%,-21.5%,2.0%,?,-7.5%,-13.3%,-8.6%,-8.0%,-4.7%
N370S GC,·,·,-0.2%,2.7%,?,25.5%,·,·,-13.5%,-16.0%
GCN5L2 inh,2.1%,-3.2%,-5.4%,-0.3%,-7.8%,-1.4%,-2.5%,1.1%,-4.3%,-3.6%

71) CCOc1ccc(C(=O)NC(=S)Nc2ccc(NC(=O)C(C)C)cc2)cc1[N+](=O)[O-]
72) O=C(/C=C/c1cn(-c2ccccc2)nc1-c1cccnc1)c1ccco1
73) CSc1ccc(S(=O)(=O)NCC(=O)OCC(=O)N(C)CC(=O)Nc2ccccc2Cl)cc1[N+](=O)[O-]
74) O=C(NC(Cc1ccccc1)C(=O)NCCc1ccccn1)c1ccccc1 (stereo not given)

compound no.,71,72,73,74
FEN1 inh,-4.1%,-0.4%,1.2%,0.9%
N370S GC,-5.9%,2.2%,-9.8%,4.0%
GCN5L2 inh,1.2%,-4.2%,-21.9%,3.0%

Reformatted: 3 of the compounds above
74. O=C(NC(Cc1ccccc1)C(=O)NCCc1ccccn1)c1ccccc1 (stereo not given)
  FEN1 inh: 0.9% | N370S GC: 4.0% | GCN5L2 inh: 3.0%
72. O=C(/C=C/c1cn(-c2ccccc2)nc1-c1cccnc1)c1ccco1
  FEN1 inh: -0.4% | N370S GC: 2.2% | GCN5L2 inh: -4.2%
73. CSc1ccc(S(=O)(=O)NCC(=O)OCC(=O)N(C)CC(=O)Nc2ccccc2Cl)cc1[N+](=O)[O-]
  FEN1 inh: 1.2% | N370S GC: -9.8% | GCN5L2 inh: -21.9%
